# PLC-gamma1 inh: inhibitors of human phospholipase C gamma1. purified PLC-gamma1, fluorogenic substrate, fluorescence. hit rate 0.84% among 370,000. P19174. inhibition, % at 12.2 µM. AID 720700; in the data active = inhibition above about 9.5%
# TDP2 inh: blocks human TDP2 phosphodiesterase activity | AID 720702 | hit rate 0.34% among 370,000 | inhibition, % at 12.8 µM | recombinant TDP2, T5PNP hydrolysis, p-nitrophenol absorbance 415 nm;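 active = inhibition above the mean of all tested compounds plus 3 SD, set per campaign, cut at about 25% in these data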;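 also: 0% = DMSO with enzyme and 100% = buffer with substrate but no TDP2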
#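 System – recombinant human TDP2 · Quantity – TDP2 enzyme at 120 nM final · Doses – single concentration, 12.8 µM nominal, with 1% DMSO · Incubation – 2 h at 37 °C · Measured by – epi absorbance of p-nitrophenol freed from T5PNP by hydrolysis · Read-out – % inhibition relative to enzyme-containing and enzyme-free wells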
# SIAE primary: blocks human sialic acid acetylesterase; inhibition, % at 9.66 µM; hit rate 0.69% among 370,000; Q9HAT2; SIAE FP-Rh probe binding, fluorescence polarization;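 active = inhibition above a cutoff: mean of compounds within the control limits plus 3 SD of those, cut at about 17% in these data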;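 also: 0% = plate median of compound wells and 100% = probe without SIAE protein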
# ARFGAP1 inhibitor: inhibits rat ARF GTPase activating protein 1; Arfgap1-stimulated ARF1 GTP hydrolysis, GDP FP detection; inhibition, % at 16.5 µM; hit rate 0.26% among 360,000;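 active = inhibition above a per-plate limit, mean inhibition of low control wells plus 3 SD, cut at about 25% in these data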;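 also: 0% = DMSO wells with enzyme and 100% = wells lacking Arfgap1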
#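 Assay system: Rat Arfgap1 GAP domain (His6, aa 1-136), purified enzyme | Buffer or medium: HEPES 25 mM pH 7.5, NaCl 150 mM, MgCl2, DTT | Schedule: GTP hydrolysis reaction 2 h at 25 °C | Signal: FP of antibody-bound GDP Alexa 633 tracer, ex 620/em 688 nm | Measure: Percent inhibition of Arfgap1-stimulated GTP hydrolysis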
# DDE Tn7 FP inh: inhibitors of Tn7 peptide binding to human fibrin DD(E); FP displacement of FITC-Tn7 peptide from fibrin DD(E); 0% = median of compound wells per plate; inhibition, % at 8.3 µM; hit rate 0.13% among 370,000;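 active = inhibition above the mean of compounds falling within the control limits plus 3 SD of them, cut at about 14% in these data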;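 also: 0% = plate median of compound wells and 100% = 10 µM Aha-Tn7 peptide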
# Target sequence (P02675 whole entry, looked up): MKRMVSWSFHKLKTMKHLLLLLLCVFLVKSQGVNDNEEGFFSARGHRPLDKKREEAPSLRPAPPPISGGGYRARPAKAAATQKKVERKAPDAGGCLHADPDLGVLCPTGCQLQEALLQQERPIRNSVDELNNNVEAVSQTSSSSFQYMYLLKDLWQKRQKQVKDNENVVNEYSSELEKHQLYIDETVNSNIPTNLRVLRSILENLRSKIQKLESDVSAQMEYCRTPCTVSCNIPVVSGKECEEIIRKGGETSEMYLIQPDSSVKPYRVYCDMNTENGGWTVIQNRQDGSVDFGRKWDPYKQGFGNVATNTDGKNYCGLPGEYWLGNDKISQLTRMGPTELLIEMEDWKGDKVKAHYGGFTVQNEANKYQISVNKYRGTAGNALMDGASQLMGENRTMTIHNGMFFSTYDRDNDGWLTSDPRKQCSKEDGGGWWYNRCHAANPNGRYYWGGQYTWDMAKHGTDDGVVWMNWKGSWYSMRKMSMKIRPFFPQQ
#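 assay system = human clot-derived fibrin DD(E) complex | quantity = Fibrin-DD(E) at 2 µM final | timing = 10 min preincubation, 3 h with tracer, room temperature | signal = fluorescence polarization | measure = percent inhibition | benchmarks = high control wells with 10 µM unlabelled Aha-Tn7 peptide (full inhibition) | replicates = singlicate testing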
# ADAM10 inh: ADAM10 inhibition, QFRET primary screen; inhibition, % at 7 µM; AID 720582; O14672; recombinant ADAM10, EDANS/DABCYL FRET peptide cleavage, 3 h; hit rate 0.62% among 370,000;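 active = inhibition above a per-campaign cutoff equal to the mean of compounds falling between control-based bounds plus 3 SD, cut at about 20% in these data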;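 also: 0% = DMSO wells while the 100% control is not disclosed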
# Target sequence (O14672 214-748 limits assumed): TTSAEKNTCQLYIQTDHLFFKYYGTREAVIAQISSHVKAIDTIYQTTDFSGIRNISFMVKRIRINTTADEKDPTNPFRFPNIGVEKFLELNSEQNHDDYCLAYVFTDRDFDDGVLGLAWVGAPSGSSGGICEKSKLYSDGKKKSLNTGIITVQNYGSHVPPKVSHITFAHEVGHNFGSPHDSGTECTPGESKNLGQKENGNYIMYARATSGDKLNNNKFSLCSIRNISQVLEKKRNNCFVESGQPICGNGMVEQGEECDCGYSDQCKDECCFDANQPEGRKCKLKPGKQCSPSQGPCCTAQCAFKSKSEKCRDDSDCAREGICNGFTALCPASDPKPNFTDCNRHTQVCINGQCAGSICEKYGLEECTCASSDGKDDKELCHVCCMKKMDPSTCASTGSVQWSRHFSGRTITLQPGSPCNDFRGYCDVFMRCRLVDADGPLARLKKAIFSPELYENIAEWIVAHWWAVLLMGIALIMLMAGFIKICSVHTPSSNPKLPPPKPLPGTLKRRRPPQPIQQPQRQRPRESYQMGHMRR
# Tn6 DDE FP: disrupts Tn6 cyclic peptide binding to fibrin D-Dimer-E complex. hit rate 0.21% among 370,000. Fibrin DD(E) TRITC-Tn6 fluorescence polarization displacement. inhibition, % at 8.3 µM. AID 720509;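 active = inhibition above a per-campaign cutoff: mean of compounds within control limits plus 3 SD, cut at about 15% in these data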;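 also: 0% = median of all compound wells on the plate and 100% = blocking peptide control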
# PLCb3 inh: blocks human PLC-beta3 enzyme activity | Q01970 | Purified PLC-beta3, fluorogenic substrate, fluorescence | inhibition, % at 12.2 µM | hit rate 0.18% among 370,000 | AID 720704; in the data active = inhibition above about 11%;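 also: 0% = median of compound wells on plate and 100% = full blocker control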
# ASAP1 GAP inh: ASAP1 ArfGAP inhibition. hit rate 0.19% among 360,000. Q9ULH1. inhibition, % at 16.5 µM. ASAP1-stimulated ARF1 GTP hydrolysis, GDP FP detection; in the data active = inhibition above about 25%;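 also: 0% = vehicle with enzyme and substrate and 100% = no enzyme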
# ADAM17 inh: inhibitors of human ADAM17. P78536. recombinant ADAM17, EDANS/DABCYL FRET peptide cleavage. inhibition, % at 6.95 µM. hit rate 0.83% among 370,000. AID 720648;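 active = inhibition above the mean of compounds lying between control limits plus 3 SD, set per campaign, cut at about 8.5% in these data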;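 also: 0% = DMSO-only wells as the low control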
# Active calls of the source: *; i = inactive.
SMILES,PLC-gamma1 inh,TDP2 inh,SIAE primary,ARFGAP1 inhibitor,DDE Tn7 FP inh,ADAM10 inh,Tn6 DDE FP,PLCb3 inh,ASAP1 GAP inh,ADAM17 inh
CCOC(=O)c1nnn(-c2nonc2N)c1COc1c(C=O)cccc1OC,-11,8,2,1,-11,-4,-10,-18,-7,1
CN(CC(=O)NCCc1ccc(F)cc1)CC(=O)Nc1ccc(F)c(F)c1F,0,7,-1,-7,-3,-9,-3,-8,15,-2
Cn1c(=O)c2c(nc(CN3CCN(c4cccc(Cl)c4)CC3)n2CCc2ccccc2)n(C)c1=O,2,-1,-2,7,-8,-5,-6,0,10,0
CCCCCCC/C=N/Nc1nnc(Cc2ccccc2)c(=O)[nH]1,-4,12,5,-8,-1,-10,-1,-12,7,-2
Cc1ccc(N(CCC(=O)O)S(=O)(=O)c2ccccc2)cc1,-1,-4,-2,2,0,5,11,1,12,2
CC(C)c1ccccc1NC(=S)N(C)C,-2,1,2,-21,5,-1,-2,2,-5,-10
CCN(CC(=O)NC(C)(C)C)C(=O)c1ccc2c(c1)S(=O)(=O)c1ccccc1C2=O,9,-10,-10,-1,1,2,-1,-1,10,4
CCOC(=O)C1CCN(c2c([N+](=O)[O-])c(C(Cl)Cl)nn2-c2ccccc2)CC1,2,3,-5,12,-2,4,3,2,7,1
COc1cccc(NC(=S)NC2CC3CCCC(C2)N3CC(C)C)c1 (stereo not drawn),0,-2,0,8,-2,-6,6,4,-8,-3
COc1ccc(CNC(=O)/C=C/c2ccc(S(=O)(=O)N3CCOCC3)cc2)cc1,0,-4,4,-7,-7,-4,4,-2,9,1

# Entries from the list above containing a carbonyl joined to an NH by a bond outside any ring, in the order listed:
SMILES,PLC-gamma1 inh,TDP2 inh,SIAE primary,ARFGAP1 inhibitor,DDE Tn7 FP inh,ADAM10 inh,Tn6 DDE FP,PLCb3 inh,ASAP1 GAP inh,ADAM17 inh
CN(CC(=O)NCCc1ccc(F)cc1)CC(=O)Nc1ccc(F)c(F)c1F,0,7,-1,-7,-3,-9,-3,-8,15,-2
CCN(CC(=O)NC(C)(C)C)C(=O)c1ccc2c(c1)S(=O)(=O)c1ccccc1C2=O,9,-10,-10,-1,1,2,-1,-1,10,4
COc1ccc(CNC(=O)/C=C/c2ccc(S(=O)(=O)N3CCOCC3)cc2)cc1,0,-4,4,-7,-7,-4,4,-2,9,1

# The listing continues:
SMILES,PLC-gamma1 inh,TDP2 inh,SIAE primary,ARFGAP1 inhibitor,DDE Tn7 FP inh,ADAM10 inh,Tn6 DDE FP,PLCb3 inh,ASAP1 GAP inh,ADAM17 inh
Cc1cc(C(=O)NCCC2=CCCCC2)no1,1,-2,1,-6,4,-2,-1,-3,12,-3
COC(=O)CSc1nnc2n(-c3ccc(OC)cc3)c(=O)c3c4c(sc3n12)CCCCC4,10*,10,2,62*,7,2,1,1,39*,-1
Cc1[nH]c2ccc(F)cc2c(=O)c1SC(F)(F)C(F)C(F)(F)F (stereo not drawn),-2,11,-1,6,-2,4,6,1,-6,-5
COC(=O)c1[nH]c2ccc(C)cc2c1NC(=O)CN1CCCC(C)(C)C1,-32,-9,-2,-17,-11,-51,3,-43,8,-16
Cc1ccc(C(=O)OCCc2c(C)[nH]n(-c3ccccc3)c2=O)cc1,-2,0,6,-11,6,-2,4,-1,3,-2
Cc1cc(-c2cc(C(=O)O)c3ccccc3n2)c(C)s1,-14,17,1,9,-8,-7,0,-27,9,-2
CS(=O)(=O)N1CCN(c2ccccc2NC(=O)c2ccc(Br)o2)CC1,1,2,-2,7,3,5,7,0,-9,-2
COc1ccccc1NC(=O)CNC(=O)c1ccccc1C,5,-13,5,3,-1,3,-2,3,5,1
COc1ccc(S(=O)(=O)N2CCOCC2)cc1NC(=O)c1ccccc1C,2,-1,5,-12,6,-2,1,-7,4,-2
COC(=O)C1C2CC3c4[nH]c5cc(OC)ccc5c4CCN3CC2CC(O)C1OC (stereo not drawn),-72,-8,1,14,-5,-88,3,-94,22,-15
CCSc1ncc(Cl)c(C(=O)Nc2ccc(S(=O)(=O)Nc3ncccn3)cc2)n1,0,7,-5,2,3,-2,5,-8,3,-1
COC(=O)c1ccccc1Sc1snnc1C,-5,-5,-4,10,-1,-10,-6,-1,-4,-5
CC[C@H](C)[C@H](NC(=O)OCc1ccccc1)C(=O)OCC(=O)Nc1ccc(N2CCOCC2)cc1,-4,3,2,11,-2,-1,-8,-3,1,-2
Clc1ccc2nc(CSc3nc4ccccc4o3)cn2c1,3,7,5,7,1,-2,-3,2,-14,-3
O=C(NC1CCCC1)C(C1CC1)n1c(-c2cc3ccccc3[nH]2)nc2ccccc21 (stereo not drawn),-52,5,2,6,1,-240,-7,-85,3,-65
Cc1ccc(C(=O)OCC(=O)Nc2sc3c(c2C#N)CCCCC3)cc1NC(=O)c1ccco1,-2,3,-49,5,6,12,-3,-2,-3,1
COc1cccc(NC(=O)c2ccc[n+](C)c2)c1,1,-8,9,1,-6,3,-7,5,5,0
CCOc1ccc2[nH]c3c(NCCO)ncnc3c2c1,-284,27*,11,12,-2,i,-2,-389,9,-271
O=C(c1ccc(COCC(F)(F)F)o1)N1CCCCCC1,2,-10,-7,1,-5,9,1,7,-4,11*
CCOc1ccc2nc(/N=C/c3c(C)[nH]n(-c4ccc(C)cc4)c3=O)sc2c1,5,10,5,4,0,0,-3,2,-5,1

# The list goes on, starting with the last six of the part before.
SMILES,PLC-gamma1 inh,TDP2 inh,SIAE primary,ARFGAP1 inhibitor,DDE Tn7 FP inh,ADAM10 inh,Tn6 DDE FP,PLCb3 inh,ASAP1 GAP inh,ADAM17 inh
O=C(NC1CCCC1)C(C1CC1)n1c(-c2cc3ccccc3[nH]2)nc2ccccc21 (stereo not drawn),-52,5,2,6,1,-240,-7,-85,3,-65
Cc1ccc(C(=O)OCC(=O)Nc2sc3c(c2C#N)CCCCC3)cc1NC(=O)c1ccco1,-2,3,-49,5,6,12,-3,-2,-3,1
COc1cccc(NC(=O)c2ccc[n+](C)c2)c1,1,-8,9,1,-6,3,-7,5,5,0
CCOc1ccc2[nH]c3c(NCCO)ncnc3c2c1,-284,27*,11,12,-2,i,-2,-389,9,-271
O=C(c1ccc(COCC(F)(F)F)o1)N1CCCCCC1,2,-10,-7,1,-5,9,1,7,-4,11*
CCOc1ccc2nc(/N=C/c3c(C)[nH]n(-c4ccc(C)cc4)c3=O)sc2c1,5,10,5,4,0,0,-3,2,-5,1
CCCCN(C(=O)c1ccc(NC2CC2)c([N+](=O)[O-])c1)c1c(N)n(CCCC)c(=O)[nH]c1=O,-1,-9,8,-5,-2,-16,-1,-3,10,0
CN(CC(=O)Nc1cccc(F)c1)C(=O)c1csc2c1CCCC2,-2,-8,-3,-4,9,-4,7,0,12,-4
O=c1ccc2cccc([N+](=O)[O-])c2[nH]1,1,0,0,4,3,-6,-3,2,-1,-3
O=C(NC(=S)Nc1ccc(N2CCOCC2)c(Cl)c1)c1cccs1,2,1,7,-1,5,9,4,-2,3,-2
Cc1ccccc1NC(=O)NC(N)=O,2,1,-5,0,8,3,5,2,-9,-4
CCN(CC)CCNc1nc(-n2nc(C)cc2C)nc2sc3c(c12)CC(C)(C)OC3,0,6,1,-1,1,-24,-3,-8,5,-11
Cn1c(=O)[nH]c(=O)c2c1nc(CN1CCN(c3ccccc3F)CC1)n2CCc1ccccc1,-3,-7,-12,-1,7,-5,9,-1,-14,-4
COc1ccc(-c2sc(C(=O)c3ccc(Cl)cc3Cl)cc2CC(=O)O)cc1,i,-5,-10,1,1,-37,-5,i,-6,-30
O=C1C(=O)N(CCCO)C(c2ccc(Br)cc2)/C1=C(\O)c1ccc(Br)cc1 (stereo not drawn),0,-17,2,-2,-5,7,7,-12,-11,3
COC(=O)c1cccc(NC(=O)C(C)(C)C)c1,1,3,-9,8,-4,-3,1,-4,-6,-1
C[C@@]12C(=O)N(CCO)CC(=O)N1[C@H](/C=C/c1ccccc1)[C@@H]1C(=O)N(c3ccccc3)C(=O)[C@@H]12,-1,0,0,-1,-6,-6,-8,-4,13,0
Cc1cc(N2CCN(C)CC2)nc2ccc(NC(=S)N3CCN(c4ccccn4)CC3)cc12,-149,7,5,9,-2,-410,-4,-260,20,-149
CCC1CN(C(=O)N2CCC(C(=O)NCc3cccc(F)c3)CC2)c2ccccc2O1 (stereo not drawn),0,-5,7,-6,7,-4,1,-9,-8,-3
COC(=O)c1cc(-c2cccc(OC)c2)c2c(=O)[nH]c(=O)n(C)c2n1,-30,9,2,-9,-3,-15,2,-51,-12,-7
Cc1[nH]c(=S)c(C#N)c(C)c1Cc1ccccc1,0,-6,1,3,11,8,5,-3,1,-4
CN1CCN(C(=O)c2ccc(Cl)c(S(=O)(=O)N3CCCCC3)c2)CC1,-4,8,-6,-11,6,-4,-6,-3,0,-8
O=C1CCCc2c1cc(C(=O)O)c(=O)n2-c1ccccc1,-8,6,3,-2,-5,3,-8,-7,9,2
Nc1nc(NCC(=O)O)nc(NCc2ccccc2)c1[N+](=O)[O-],5,1,4,11,-3,5,-5,-17,5,4
O=C(CCn1c(=O)oc2ccccc21)N(Cc1ccccc1)c1ccccc1,3,3,7,-8,0,-4,-8,3,-1,2
O=S(=O)(NCc1ccccc1)c1ccc2c(c1)OCCO2,3,0,3,-1,-6,4,-9,4,-3,-2
Cc1cc(S(=O)(=O)N2CCCCC2)ccc1OCC(=O)N1CCCC1,1,5,-3,5,-1,1,-6,-5,3,-1
COc1ccc(Cl)cc1NC(=O)CSc1nc2ccsc2c(=O)n1CC1CCC(C(=O)O)CC1 (stereo not drawn),4,-1,-2,8,-1,-5,-3,-6,2,1
COc1cc(/C=N/Nc2ccc(S(N)(=O)=O)cc2[N+](=O)[O-])cc(OC)c1O,4,-10,-4,-3,6,7,-11,4,3,-1
CC1S/C(=C(\C#N)C(=O)NCc2ccco2)N(c2ccc(F)cc2)C1=O (stereo not drawn),-13,-7,0,11,0,-15,-9,-16,-1,-3
